miR-122 sensor: miR-122 inhibition in Huh7 cells. actives 0.3% (n = 340,000). Huh7 miR-122 Renilla luciferase sensor, 48 h; neutral wells = 0, positive control = 100. activation (reporter increase), % at 12.5 µM;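 active = mean replicate activation score at least 90 and every replicate individually at or above 90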;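 also: higher luciferase means less miR-122 activity so hits act as miR-122 inhibitors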
ERAP1 HTS inh: blocks human ERAP1 aminopeptidase activity. actives 0.15% (n = 340,000). inhibition, % at 10.7 µM. recombinant ERAP1, Leu-AMC fluorescence, 60 min. Q9NZ08;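 active = mean replicate inhibition of at least 30%, or all replicates individually reaching that 30% level; inactive = mean below 30% and not every replicate reaching it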;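 also: 0% = neutral control wells and 100% = L-leucinethiol positive control wells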
RAD52 anneal inh: inhibitors of human RAD52 DNA annealing | actives 0.46% (n = 360,000) | inhibition, % at 18.7 µM | P43351 | AID 651710 | recombinant RAD52 DNA annealing, FRET fluorescence;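 active = every replicate showing at least 50% inhibition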
Target sequence (P43351 whole entry, looked up): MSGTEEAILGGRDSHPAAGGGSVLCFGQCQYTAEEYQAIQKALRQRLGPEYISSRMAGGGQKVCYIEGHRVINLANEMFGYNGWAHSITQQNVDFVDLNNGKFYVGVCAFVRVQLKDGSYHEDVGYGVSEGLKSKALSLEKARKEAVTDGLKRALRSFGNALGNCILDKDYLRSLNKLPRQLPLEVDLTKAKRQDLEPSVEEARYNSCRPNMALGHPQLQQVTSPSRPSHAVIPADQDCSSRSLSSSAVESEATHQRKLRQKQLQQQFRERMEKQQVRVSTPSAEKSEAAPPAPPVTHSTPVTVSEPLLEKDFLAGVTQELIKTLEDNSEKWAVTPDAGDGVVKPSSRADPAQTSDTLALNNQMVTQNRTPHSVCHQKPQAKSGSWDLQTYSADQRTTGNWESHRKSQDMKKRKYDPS
Cneo AK release: Cryptococcus neoformans lysis via adenylate kinase release. C. neoformans lysis, adenylate kinase release luminescence, 4 h; normalised: neutral wells 0, clomiphene wells 100. lysis activity, % at 15 µM. actives 0.2% (n = 360,000). AID 651654;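 active = mean lysis activity across replicates of at least 80%, whatever share of replicates individually reach that level; inactive = mean lysis activity below 80%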
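Assay system: C. neoformans cells. Amount: yeast cell density of 5 × 10^6 cells/mL. Technique: AK luminescence. Buffer or medium: YPD. Times: static 4 h at 37 °C with compound, 1 h detection. Dosing: single-point compound dose. Read-out: lysis from increased AK signal.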
PglD inh: inhibitors of Campylobacter jejuni PglD acetyltransferase | purified PglD enzyme, DTNB colorimetric CoA detection | inhibition, % at 12.5 µM | actives 0.098% (n = 360,000); in the data active = inhibition above about 16%, passing the limit was not always enough; also: strong numbers were not always called active
PGC1a acetyl inh: PGC1a acetylation modulation, inhibitor mode; actives 0.17% (n = 350,000); U2OS PGC1a acetylation, AlphaScreen anti-acetyl-lysine; with virally co-expressed GCN5 acetyltransferase; AID 651687; inhibition, % at 15.6 µM;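 active = every replicate shows inhibition of at least 40%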;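 also: 0% = neutral control wells and 100% = positive control wells; some results beyond the cut were filed as inactive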
RAD54 inh: inhibitors of human RAD54 branch migration. Q92698. RAD54 Holliday junction branch migration, FAM/BHQ fluorescence. inhibition, % at 10.4 µM. actives 0.14% (n = 360,000). AID 602329;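 active = mean normalized replicate activity at least 40 and at least half of replicates scoring 40 or more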;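 also: 0% = median of neutral control wells and 100% = median of positive control wells; inhibitors cause a drop in the FAM fluorescence signal; in these data hits start at about 50%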
E-sel inducer: induces E-selectin expression in human endothelial cells; actives 0.37% (n = 260,000); activation, % at 7.58 µM; P16581; AID 686992; HUVEC E-selectin immunofluorescence imaging; normalized: neutral wells 0, TNF-alpha wells 100;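 active = mean E-selectin-positive cell signal at least 10% of the positive control, reached in at least 60% of replicates, without over 20% cell loss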;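 also: in these data hits start at about 27%; measured in HUVEC primary endothelial cells; signal is the percent of cells scored E-selectin positive by PE staining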
Target sequence (P16581 whole entry, looked up): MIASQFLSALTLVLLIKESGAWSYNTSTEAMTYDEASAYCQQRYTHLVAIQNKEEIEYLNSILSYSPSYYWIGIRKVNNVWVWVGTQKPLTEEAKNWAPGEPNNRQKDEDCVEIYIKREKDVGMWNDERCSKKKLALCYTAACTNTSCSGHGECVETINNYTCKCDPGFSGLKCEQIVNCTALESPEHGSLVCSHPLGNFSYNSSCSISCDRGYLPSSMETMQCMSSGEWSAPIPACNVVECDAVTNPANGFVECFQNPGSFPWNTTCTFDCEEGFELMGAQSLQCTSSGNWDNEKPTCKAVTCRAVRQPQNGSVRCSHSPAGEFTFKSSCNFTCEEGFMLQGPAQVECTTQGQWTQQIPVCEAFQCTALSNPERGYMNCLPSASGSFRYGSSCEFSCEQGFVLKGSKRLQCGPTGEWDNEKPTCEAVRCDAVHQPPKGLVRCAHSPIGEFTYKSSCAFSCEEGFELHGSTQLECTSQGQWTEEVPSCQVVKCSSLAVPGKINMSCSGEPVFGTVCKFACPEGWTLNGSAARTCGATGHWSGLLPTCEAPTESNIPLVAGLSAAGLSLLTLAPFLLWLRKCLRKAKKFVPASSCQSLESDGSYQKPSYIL
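Material: HUVEC primary endothelial cells; Amount: 3,000 cells per well; Dosing: single concentration; Medium: EGM-2 growth medium on 0.1% gelatin-coated wells; Read-out basis: percent E-selectin-positive cells; Signal: immunofluorescence imaging; Control set: TNF-alpha, DMSO.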
Starred values were filed as active, the others as inactive; . = no result given; & = joins results of further samples; [ ] = remark or other dose.

SMILES | miR-122 sensor | ERAP1 HTS inh | RAD52 anneal inh | Cneo AK release | PglD inh | PGC1a acetyl inh | RAD54 inh | E-sel inducer
Cc1ccc(N(C(=O)c2ccc(S(=O)(=O)N3CCOCC3)cc2)C2C=CS(=O)(=O)C2)cc1 (stereo not given) | -8 | -2 | -13 | -1 | 1 | -8 | -11 | .
C[C@@H]1CCCCO[C@@H](CN(C)Cc2ccc(Cl)c(Cl)c2)[C@@H](C)CN([C@H](C)CO)C(=O)c2cc(NC(=O)Nc3ccc(F)cc3)ccc2O1 | 4[16.7 µM] | 2 | -15 | -6 | 7 | 14 | -1 | -0.1
COC(=O)c1ccc(CN(c2ccccc2Cl)S(C)(=O)=O)cc1 | -5 | 1 | -12 | 0 | -4 | 5 | -7 | .
COc1ccc2sc(-c3ccc(S(C)(=O)=O)cc3)c(-c3ccc(C(N)=O)cc3)c2c1 | 2 | 3 | -6 | -1 | 1 | -20 | 2 | 0.8
CCc1ccc(-c2cc(C)no2)cc1S(=O)(=O)N1CCCN(Cc2ccc(F)cc2)C1 | -1 | -2 | -23 | . | . | 5 | . | .
OCCC1CN(Cc2ccccn2)CCN1C1CCCC1 (stereo not given) | 10 | 3 | -10 | . | . | -14 | . | .
COc1ccc2nc3cc(Cl)ccc3c(C#N)c2c1 | 18 | 12 | -14 | 14 | -3 | -2 | 3 | -0.3
COc1ccc(CCCNC(=O)C2(C)Cc3c(-c4ccc5c(c4)OCO5)ccnc3O2)cc1 (stereo not given) | 22 | 11 | -9 | -1 | 22* | -54 | 1 | 0.7
C[C@@H]1CN([C@H](C)CO)C(=O)c2cc(C3=CCCCC3)cnc2O[C@@H]1CN(C)C(=O)c1ccc(F)cc1 | -1[16.7 µM] | 1 | 7 | 0 | 0 | 0 | 1 | 0.6
CN(CC(=O)Nc1ccc(OC(F)(F)F)cc1)C(=O)c1ccccc1SCC(=O)N1CCCC1 | 4 | -1 | -8 | 1 | -3 | -10 | 15 | 0.3
O=C1[C@@H](Oc2ccccc2)[C@@H](c2ccncc2)N1c1ccncc1 | 8 | -2 | -39 | 1 | -5 | 1 | -1 | .
CCCC(=O)Nc1ccc2c(c1)C(=O)N(C)C[C@@H](OC)[C@H](C)CN(C(=O)CC1CC1)[C@H](C)CO2 | . | 9 | 16 | 1 | 0 | 13 | 12 | -0.2
CC(=O)Nc1ccc(Nc2nnc(-c3ccc(C)c(S(=O)(=O)NCCO)c3)c3ccccc23)cc1 | . | 3 | -5 | 0 | -2 | . | -3 | -0.1
O=C(NNc1c2ccccc2nc2ccccc12)c1ccccc1Cl | . | -3 | 4 | -1 | 0 | . | 10 | .
CO[C@@H]1CN(C)C(=O)c2ccc(NC(=O)Cc3ccccc3)cc2OC[C@H](C)N(CC2CC2)C[C@H]1C | -18[16.7 µM] | -2 | 6 | -3 | 2 | 3 | 0 | -0.2
N/C(=N\OC(=O)c1cccs1)c1ccc(Cl)cc1 | -1 | -1 | -15 | -2 | -3 | 18 | -6 | -0.1
Cn1nc(-c2ccccc2F)c2cc(C(=O)N3CCN(C(=O)c4ccco4)CC3)sc21 | -9 | . | . | -3 | -5 | -82 | 6 | .
COC(=O)c1ccc2c(=O)n3c(nc2c1)SCC(c1ccccc1)=N3 | -2 | 2 | -30 | 0 | . | 15 | -5 | -0.2
Cc1ccc(NC(=O)CSCC(=O)N2CCN(Cc3ccc4c(c3)OCO4)CC2)cc1 | -1 | 0 | 0 | 1 | -4 | . | -11 | 3.5
Cn1cc(CC(=O)NCCN2CCOCC2)c2ccccc21 | -18 | -1 | -10 | . | . | -5 | . | .
N#CSCC(=O)c1cccc2ccccc12 | 3 | 8 | -7 | -1 | 0 | -17 | -2 | 1.8
O=S1(=O)CCOC[C@H](Cc2ccccc2)N1Cc1cccc(C(F)(F)F)c1 | 0 | -3 | 5 | -1 | -3 | -43 | 8 | -0.2
O=C(CCN1C(=O)/C(=C/c2ccccc2F)SC1=S)NCCc1ccc(O)cc1 | 8 | -2 | -11 | 2 | 6 | -7 | 11 | -2.0
Cc1ccc(OCC(=O)Nc2ccc(NC(=O)c3ccco3)cc2)c(C)c1 | 4 | -5 | -14 | 0 | 4 | 1 | -7 | .
CCCCn1c(N)nc2ccccc21 | -4 | . | . | 1 | 3 | 2 | 0 | .
COc1ccc(CN(C)C[C@H]2Oc3c(NC(=O)Nc4c(C)noc4C)cccc3C(=O)N([C@H](C)CO)C[C@@H]2C)cc1 | 6[16.7 µM] | 1 | -3 | 0 | 0 | -17 | -5 | 1.0
O=C1C2CC=CCC2C(=O)N1c1ncn[nH]1 (stereo not given) | 0 | . | . | -6 | -6 | -3 | -5 | .
COC(CN(C(=O)CCl)C(C(=O)NC1CCCCC1)c1ccc(Cl)cc1)OC (stereo not given) | 3 | -1 | -21 | 1 | -1 | 19 | 0 | .
OC(COc1ccccc1)CN1CCN(c2ncccn2)CC1 (stereo not given) | 4 | . | . | 2 | -4 | . | -5 | .
CCNc1nc(C23CC4CC(CC(C4)C2)C3)cs1 | 10 | 2 | -7 | . | . | -14 | . | .
CC(OC(=O)c1cc2ccccc2[nH]1)C(=O)N(C)c1ccccc1 (stereo not given) | . | -3 | -9 | -2 | -7 | . | -11 | .
CCCCNC(=O)c1ccc2c(c1)S(=O)(=O)c1ccccc1C2=O | -5 | -2 | -5 | 19 | 0 | 0 | 6 | 0.3
COC(=O)Cc1c(C(=O)OC)nnn1-c1ccc(OC)cc1 | 0 | 1 | -4 | 1 | 4 | 3 | 3 | .
CCCc1nnc(SCC(=O)N2CCCCC2C)n1CC (stereo not given) | -1 | . | . | 6 | -5 | -4 | -4 | -0.3
c1ccc(-c2ccccc2OCCN2CCCCC2)cc1 | -6 | . | . | 5 | -4 | -6 | 8 | .
CCCN(CCC(=O)Nc1ccccc1F)CC1CC1 | -4 | . | . | -1 | 4 | 5 | -5 | .
Cc1cc(C)cc(OCCNC(=O)CCc2ccccc2)c1 | 1 | -2 | -5 | -1 | 2 | -3 | 4 | 0.4
C[C@@H]1CN([C@H](C)CO)C(=O)c2cc(C3=CCCCC3)cnc2O[C@@H]1CN(C)C(=O)c1ccccn1 | 1[16.7 µM] | 3 | 0 | -5 | 1 | -5 | -9 | -0.4
COc1cc(C(=O)NC(=S)Nc2csc(-c3ccc(F)cc3)n2)cc(OC)c1OC | 2 | -2 | 2 | -1 | 5 | . | 1 | -0.2
Cc1ccc(N2C(=O)C3C4C=CC(CC4)C3C2=O)cc1Br (stereo not given) | . | 1 | -23 | 0 | 0 | . | 12 | -0.1
COC(=O)C[C@H]1CC[C@H]2[C@H](COc3ccc(NC(=O)Nc4cccc(C#N)c4)cc3C(=O)N2C)O1 | 3[16.7 µM] | -1 | -38 | 49 | 0 | -4 | 6 | 2.2
COc1ccc(C(=O)CNc2ccccc2Br)cc1 | 10 | -2 | -11 | -3 | -1 | 6 | -13 | 0.6
O=c1cc(CN2CCN(c3ccccc3F)CC2)c2c(ccc3ccccc32)o1 | 1 | 1 | -32 | 0 | -1 | -18 | 0 | .
Cc1cccc(OCC(=O)Nc2ccc3c(c2)nc2n3CCOC2)c1 | -2 | 0 | -4 | 3 | 0 | 5 | 1 | .
O=C(c1ccccc1)c1ccc2c(c1)OCCCO2 | -1 | 2 | 4 | -4 | -1 | -4 | -13 | .
CC(=O)c1cccc(Nc2c3c(nc4ccccc24)CCC3)c1 | . | 3 | 27 | -2 | 6 | 0 | 6 | 2.9
CC(C)C(NC(=O)c1ccccc1NC(=O)c1ccccc1)C(=O)NNC(=O)c1ccncc1 (stereo not given) | -4 | 2 | -8 | 1 | -1 | -9 | 0 | .
Nc1ccc(/C=C/C(=O)c2cccs2)cc1 | . | 0 | -44 | . | . | 20 | . | -0.2
CCN(Cc1ccccc1)c1ccc(N=Nc2nn(C)c(C)c2[N+](=O)[O-])cc1 | -4 | 4 | -19 | 1 | -7 | . | 5 | -1.6
C/C=C/c1ccc2c(c1)O[C@@H](CN(C)Cc1ccccn1)[C@H](C)CN([C@H](C)CO)S2(=O)=O | 3[16.7 µM] | -3 | -2 | 0 | 0 | -17 | -5 | 0.2

2 records drawn at random from the list so far, as already listed:
SMILES | miR-122 sensor | ERAP1 HTS inh | RAD52 anneal inh | Cneo AK release | PglD inh | PGC1a acetyl inh | RAD54 inh | E-sel inducer
COc1ccc(C(=O)CNc2ccccc2Br)cc1 | 10 | -2 | -11 | -3 | -1 | 6 | -13 | 0.6
CC(=O)c1cccc(Nc2c3c(nc4ccccc24)CCC3)c1 | . | 3 | 27 | -2 | 6 | 0 | 6 | 2.9

(continued)
SMILES | miR-122 sensor | ERAP1 HTS inh | RAD52 anneal inh | Cneo AK release | PglD inh | PGC1a acetyl inh | RAD54 inh | E-sel inducer
CC1=C(C(=O)Nc2ccccn2)C(c2cccnc2)n2nnnc2N1 (stereo not given) | -2 | -3 | 3 | 1 | -5 | -17 | 5 | .
CC(=O)c1ccc(N2CCN(c3ccc(S(=O)(=O)NCCCN(C)C)cc3[N+](=O)[O-])CC2)cc1 | -13 | -1 | 48 | . | . | -95 | . | .
O=c1cc(-c2ccc(Cl)c(Cl)c2)[nH][nH]1 | 10 | . | . | -1 | -1 | 8 | 1 | .
CC(C)CCNC(=O)C1CCC(CNc2c(N3CCC(C)CC3)c(=O)c2=O)CC1 (stereo not given) | -6 | -2 | 5 | 0 | -3 | 22 | -3 | .
C[C@H](CO)N1C[C@H](C)[C@H](CN(C)S(=O)(=O)c2ccccc2F)Oc2ncc(C#Cc3ccccc3F)cc2C1=O | 1&-8[16.7 µM] | -4&-1 | -8&-1 | 3&2 | -1&-4 | -7&-7 | -5&-3 | 0.0
CC1(C)CC(=O)C2=C(C1)OC(N)=C(C#N)C2C1C=CCCC1 (stereo not given) | 1 | . | . | 1 | 1 | -2 | -3 | .
Cc1ccc(S(=O)(=O)NCCCC(=O)N2CCC(C)CC2)cc1 | -7 | 1 | -17 | -1 | -6 | -1 | -4 | 1.1
O=C(NCc1ccco1)c1cccc2c1C(=O)N(C1CCCCC1)C2 | 1 | . | . | -1 | -3 | 9 | -9 | .
CCN1C(=O)[C@H]2[C@@H](c3ccc(-c4ccccc4)cc3)N[C@@](C)(C(=O)OC)[C@H]2C1=O | -2 | . | -13 | -2 | -2 | 15 | -1 | -0.1
COc1cc2c3nc4n(c(=O)c3n(CC(=O)NCC3CCCO3)c2cc1OC)CCS4 (stereo not given) | 1 | -2 | 0 | 2 | 4 | . | -2 | .
COc1ccccc1[C@@H]1C(c2ccccc2)=NN(c2ccccc2)[C@H]1C(=O)N1CCOC1=O | 1 | . | -17 | -1 | -4 | -4 | 4 | -2.0
Cc1ccc(-c2nnn(CC(=O)N(CC(=O)NC3CCCC3)c3cccc(F)c3)n2)o1 | -2 | 0 | -5 | -2 | -3 | -11 | 10 | 1.6
C[C@H](CO)N1C[C@H](C)[C@@H](CN(C)S(=O)(=O)c2ccc(Cl)cc2)Oc2c(NC(=O)Nc3ccc(C(F)(F)F)cc3)cccc2C1=O | -2[16.7 µM] | . | 17 | 0 | -4 | -2 | -5 | .

Compound profiles, as listed above.
N/C(=N\OC(=O)c1cccs1)c1ccc(Cl)cc1 as listed: miR-122 sensor: -1; ERAP1 HTS inh: -1; RAD52 anneal inh: -15; Cneo AK release: -2; PglD inh: -3; PGC1a acetyl inh: 18; RAD54 inh: -6; E-sel inducer: -0.1
O=C(NCc1ccco1)c1cccc2c1C(=O)N(C1CCCCC1)C2 as listed: miR-122 sensor: 1; ERAP1 HTS inh: .; RAD52 anneal inh: .; Cneo AK release: -1; PglD inh: -3; PGC1a acetyl inh: 9; RAD54 inh: -9; E-sel inducer: .

From PubChem
